# Pf Dd2 inh: P. falciparum Dd2 growth inhibitors, primary screen, SYBR Green fluorescence, single dose replicates. 94,000 tested, 2.3% active. activity change, % at 10 µM. AID 1159554, 2015. 72 h; hits give low values; in the data active means activity change below about -80%; inconclusive means no clear call, values can overlap the other calls
# C diff growth: C. difficile growth inhibitors, primary screen, HTS; growth activity, negative = inhibition, % at 16 µg/mL (by protocol); 86,000 tested, 0.25% active; Clostridium difficile clinical isolate growth, OD600, 24 h; hits give low values;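 active means mean growth activity at or below -80% and every replicate also at or below -80%; inconclusive means mean at or below -80% but some replicate above -80%; inactive means mean growth activity above -80%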;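 further: 0% = DMSO wells and -100% = levofloxacin 16 µg/mL wells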
# GASC1 inh: inhibitors of GASC-1 (KDM4C) histone demethylase, primary screen, biochemical, single concentration HTS; Lysine-specific demethylase 4C (Homo sapiens), Q9H3R0; GST-KDM4C 2-372, H3K9me3 peptide, LANCE TR-FRET; inhibition, % at 12.5 µM; 96,000 tested, 0.15% active;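 active means mean replicate inhibition above about 25%, with at least 55% of replicates also reaching it, limit read from the data, passing the limit was not always enough; inconclusive means only one of those two conditions met; inactive means neither condition met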
# Target sequence (Q9H3R0 2-372 limits assumed): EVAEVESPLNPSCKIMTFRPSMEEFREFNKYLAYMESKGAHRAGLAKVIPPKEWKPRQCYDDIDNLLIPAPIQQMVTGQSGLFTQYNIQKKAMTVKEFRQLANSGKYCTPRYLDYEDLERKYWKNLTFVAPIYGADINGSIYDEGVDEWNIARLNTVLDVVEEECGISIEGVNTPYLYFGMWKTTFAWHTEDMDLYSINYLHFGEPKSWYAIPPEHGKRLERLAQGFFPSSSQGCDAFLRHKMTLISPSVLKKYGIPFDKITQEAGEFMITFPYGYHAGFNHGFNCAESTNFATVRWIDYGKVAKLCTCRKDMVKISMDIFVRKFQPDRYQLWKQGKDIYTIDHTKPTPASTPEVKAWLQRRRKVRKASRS
#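 Material: N-terminal GST-fused human GASC-1 (KDM4C) fragment, residues 2-372. Input: 10 nM enzyme. Incubation: enzyme reaction 30 min, then detection 60 min, both room temperature. Doses: one test concentration per compound. Read-out basis: inhibition from TR-FRET ratio decrease. Detection: LANCE TR-FRET, excitation 340 nm, emissions 618 and 671 nm.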
# Tcruzi prolif: T. cruzi intracellular proliferation inhibitors, primary screen, cell-based, beta-gal Tulahuen parasites, NIH3T3 host, luminescence. T. cruzi beta-gal in NIH3T3, GalScreen luminescence, 90 h. 77,000 tested, 5.9% active. inhibition, % at 8.34 µM;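 active means mean inhibition above about 93%, with at least 55% of replicates each passing it, limit read from the data, passing the limit was not always enough; inconclusive means only one of those two conditions holds; inactive means neither condition holds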
# Numbers without * were called inactive; u = inconclusive; x = no result given; & = joins results of further samples.
structure,Pf Dd2 inh,C diff growth,GASC1 inh,Tcruzi prolif
C[C@@H]1CN([C@H](C)CO)C(=O)c2cc(NC(=O)Nc3ccc(C(F)(F)F)cc3)ccc2O[C@@H](C)CCCCO[C@H]1CN(C)Cc1ccc2c(c1)OCO2,-57,-100*,-0.1,u
C[C@H](CO)N1C[C@H](C)[C@H](CN(C)Cc2ccc(C(=O)Nc3ccccc3N)cc2)Oc2c(NC(=O)c3ccc(-c4nccs4)cc3)cccc2C1=O,-90*,-5,-1.2,93
C[C@H](CO)N1C[C@H](C)[C@H](CN(C)CC2CCCCC2)Oc2ccc(NS(=O)(=O)c3ccc(Cl)cc3)cc2C1=O,18,13,0.0,-1
C/C=C/c1ccc2c(c1)O[C@@H](CN(C)C(=O)C1CC1)[C@@H](C)CN([C@@H](C)CO)S2(=O)=O,6,3,0.2,-95
COc1ccc(CN(C)C[C@H]2Oc3c(NS(=O)(=O)c4cn(C)cn4)cccc3C(=O)N([C@H](C)CO)C[C@@H]2C)cc1,9,-2,2.2,17
COCC(=O)N[C@H]1CC[C@@H](CC(=O)NCc2ccccc2OC)O[C@H]1CO,3,x,-0.4,55
C[C@@H]1CN([C@H](C)CO)C(=O)Cc2cc(NC(=O)Nc3ccccc3)ccc2O[C@H]1CN(C)S(=O)(=O)c1cccs1,15,-4,2.2,12
C[C@@H]1CN([C@H](C)CO)C(=O)c2cc(NC(=O)Nc3ccc(C(F)(F)F)cc3)ccc2O[C@@H]1CN(C)C(=O)NC1CCCCC1,-18,15,-3.3,x
Cc1ccc(S(=O)(=O)N[C@@H]2C=C[C@@H](CC(=O)NCc3ccncn3)O[C@H]2CO)cc1,12,0,0.7,18
N#C[C@@H]1[C@@H](c2ccc(-c3cccc(F)c3)cc2)[C@@H](CO)N1C(=O)NC1CCCCC1,-61,-10,3.2,x
C[C@@H]1CN([C@@H](C)CO)C(=O)c2cc(NC(=O)Cc3ccccc3)ccc2O[C@H]1CN(C)C(=O)Nc1ccccc1,-11,-6,-0.3,39
Cc1ccc(S(=O)(=O)Nc2ccc3c(c2)C(=O)N([C@H](C)CO)C[C@H](C)[C@H](CN(C)C(=O)Nc2ccc(C(F)(F)F)cc2)O3)cc1,-3,x,-1.8,43
Cc1cccc(-c2ccc([C@@H]3[C@H](CO)N4CCCCN(S(=O)(=O)c5cn(C)cn5)C[C@@H]34)cc2)c1,-1,3,-0.9,85
Cc1ccc(S(=O)(=O)Nc2ccc3c(c2)C(=O)N([C@H](C)CO)C[C@@H](C)[C@H](CN(C)S(=O)(=O)c2ccc(Cl)cc2)O3)cc1,-41,10,0.4,x
CN(C)C(=O)C[C@@H]1C=C[C@H](NC(=O)C2CCOCC2)[C@H](CO)O1,32,-9,1.2,x
C[C@@H]1CN([C@@H](C)CO)C(=O)Cc2cc(NC(=O)Nc3ccc4c(c3)OCO4)ccc2O[C@H]1CN(C)S(=O)(=O)c1ccc(F)cc1,-16,1,0.0,11
C[C@H]1CCCCO[C@H](CN(C)Cc2ccc(C(=O)O)cc2)[C@@H](C)CN([C@@H](C)CO)C(=O)c2cc(NC(=O)NC3CCCCC3)ccc2O1,51,-1,3.1,-29
COc1cccc(-c2cnc3c(c2)C(=O)N([C@H](C)CO)C[C@@H](C)[C@H](CN(C)Cc2ccc(F)cc2)O3)c1,-23,4,8.8,x
Cc1noc(C)c1NC(=O)Nc1ccc2c(c1)C(=O)N([C@@H](C)CO)C[C@H](C)[C@H](CN(C)Cc1ccc(C(F)(F)F)cc1)O2,27,-4,0.2,20
CO[C@@H]1CN(C)C(=O)c2cc(NC(=O)Nc3ccccc3F)ccc2OC[C@H](C)N(C)C[C@H]1C,19,x,-0.9,-77
CCCC#Cc1cnc2c(c1)C(=O)N([C@@H](C)CO)C[C@@H](C)[C@@H](CN(C)Cc1cccnc1)O2,2,6,-0.6,13
C[C@@H]1CN([C@@H](C)CO)C(=O)c2cccc(NC(=O)Nc3ccc(C(F)(F)F)cc3)c2O[C@@H]1CN(C)CC1CCCCC1,-53,x,x,-112
C[C@H](CO)N1C[C@H](C)[C@@H](CN(C)Cc2ccc(C(F)(F)F)cc2)Oc2ccc(NS(=O)(=O)c3ccc(F)cc3)cc2C1=O,-12,-5,-1.0,80
C[C@H]1CN([C@@H](C)CO)C(=O)c2cc(C3=CCCC3)cnc2O[C@H]1CN(C)Cc1ccc(C(=O)O)cc1,41,2,6.3,3
C[C@@H]1CN([C@@H](C)CO)C(=O)c2cccc(NC(=O)c3ccncc3)c2O[C@@H]1CN(C)C(=O)Nc1ccccc1,4,1&-2,-0.5,x
COc1ccc2c3c(n(C)c2c1)[C@H](CO)N(C(=O)c1cnccn1)CC31CCN(C(=O)c2cnccn2)CC1,31,3,0.2,x
COc1cccc(NC(=O)N[C@@H]2C=C[C@@H](CC(=O)Nc3ccc(-c4ccccc4)cc3)O[C@H]2CO)c1,-13,-6,0.8,-109
C[C@H]1CN([C@@H](C)CO)C(=O)c2cc(NS(=O)(=O)c3ccc(F)cc3)ccc2O[C@@H]1CN(C)S(=O)(=O)c1cccs1,-26,-3,-0.4,25
Cc1ccc(S(=O)(=O)N(C)C[C@@H]2Oc3c(NC(=O)C4CCCCC4)cccc3C(=O)N([C@@H](C)CO)C[C@@H]2C)cc1,-22,7,x,-32
Cc1ccc(S(=O)(=O)N[C@@H]2CC[C@H](CC(=O)O)O[C@@H]2CO)cc1,8,x,-0.4,-17
COc1ccc(NC(=O)N(C)C[C@H]2Oc3cc(C#CCC(C)C)ccc3S(=O)(=O)N([C@H](C)CO)C[C@@H]2C)cc1,-60,-4,5.8,88
C[C@H](CO)N1C[C@H](C)[C@H](CN(C)Cc2ccccc2)Oc2ncc(C#CC3(O)CCCC3)cc2C1=O,-4,-1,1.3,102*
CN1c2ccc(C#Cc3cccnc3)cc2[C@@H]2[C@@H](CCN2S(=O)(=O)c2ccccc2F)[C@H]1CO,-71,-3,5.3,49
C[C@@H]1CCCCO[C@@H](CN(C)C(=O)NC2CCCCC2)[C@H](C)CN([C@H](C)CO)C(=O)c2cc(NC(=O)Nc3ccc(F)cc3)ccc2O1,-47,17,-0.5,53
C[C@@H]1CN([C@@H](C)CO)C(=O)c2cc(-c3cccc(C#N)c3)cnc2O[C@@H]1CN(C)C(=O)c1ccccn1,40,x,-0.7,-8
CCCN(C)C[C@H]1OCCCC[C@@H](C)Oc2ccc(NS(=O)(=O)c3cccs3)cc2C(=O)N([C@H](C)CO)C[C@@H]1C,-86*,-2,3.8,x

# Full records, looked up by structure.
# C[C@@H]1CN([C@@H](C)CO)C(=O)c2cc(-c3cccc(C#N)c3)cnc2O[C@@H]1CN(C)C(=O)c1ccccn1 in the list: Pf Dd2 inh: 40; C diff growth: x; GASC1 inh: -0.7; Tcruzi prolif: -8
# COc1cccc(NC(=O)N[C@@H]2C=C[C@@H](CC(=O)Nc3ccc(-c4ccccc4)cc3)O[C@H]2CO)c1 in the list: Pf Dd2 inh: -13; C diff growth: -6; GASC1 inh: 0.8; Tcruzi prolif: -109

# (list continues)
structure,Pf Dd2 inh,C diff growth,GASC1 inh,Tcruzi prolif
O=C(C[C@H]1CC[C@H]2[C@@H](COC[C@H](O)CN2Cc2ccc(Oc3ccccc3)cc2)O1)Nc1nccs1,-52,11&4,2.8,191*
C[C@H]1CN([C@@H](C)CO)C(=O)c2cccc(NS(=O)(=O)c3ccc(F)cc3)c2O[C@H]1CN(C)S(=O)(=O)c1ccc(Cl)cc1,-28,-23,1.0,-12
C/C=C/c1ccc([C@H]2[C@H]3CN(S(=O)(=O)c4cccs4)CCCCN3[C@H]2CO)cc1,6,82,-0.3,106*
CCCN1C[C@@H](C)[C@H](OC)CN(C)C(=O)c2cc(NC(=O)CC)ccc2OC[C@@H]1C,x,x,-0.9,-39
COc1ccccc1C#Cc1ccc2c(c1)O[C@@H](CN(C)Cc1cncnc1)[C@@H](C)CN([C@H](C)CO)S2(=O)=O,-28,-3,4.8,84
O=C(c1ccccc1)N1CC(=O)N2[C@H](C1)[C@@H](c1ccc(C#CCC3CCCC3)cc1)[C@@H]2CO,-67,-3,-1.1,x
C[C@@H]1CN([C@@H](C)CO)C(=O)Cc2cc(NS(=O)(=O)c3cn(C)cn3)ccc2O[C@@H]1CN(C)Cc1ccncc1,9,6,-0.1,x
CC(C)NC(=O)Nc1ccc2c(c1)C(=O)N([C@H](C)CO)C[C@H](C)[C@@H](CN(C)CC1CCCCC1)OCCCC[C@H](C)O2,-1,x,0.3,66
CCCNC(=O)N1CCC2(CC1)CN(C(=O)CC1CC1)[C@H](CO)c1c2c2ccc(OC)cc2n1C,-53,7,x,x
Cc1ccc(S(=O)(=O)N(C)C[C@H]2OCCCC[C@@H](C)Oc3ccc(NS(=O)(=O)c4c(C)noc4C)cc3C(=O)N([C@H](C)CO)C[C@@H]2C)cc1,-21,-11,-0.1,8
CCC(=O)Nc1ccc2c(c1)C(=O)N(C)C[C@@H](OC)[C@@H](C)CN(C(=O)NC(C)C)[C@H](C)CO2,25,-4,1.8,5
Cc1ccccc1S(=O)(=O)N1C[C@@H](O)COC[C@H]2O[C@@H](CC(=O)NCCc3ccccc3)CC[C@@H]21,-53,2&-3,0.0,-40

# Carrying on.
Compound,Pf Dd2 inh,C diff growth,GASC1 inh,Tcruzi prolif
O=C(C1CCOCC1)N1CC(=O)N2[C@H](C1)[C@H](c1ccc(C#CCc3ccccc3)cc1)[C@@H]2CO,-22,6,-1.3,x
O=S(=O)(c1ccccc1)N1CC[C@@H]2[C@@H](CO)Nc3ccc(C#Cc4ccccc4F)cc3[C@@H]21,-32,2,-0.3,79
O=C(NC1CCC1)[C@H]1[C@H](CO)[C@H]2Cn3c(ccc(-c4ccc(F)cc4)c3=O)[C@@H]1N2,x,-1,0.3,24
C[C@H]1CN([C@@H](C)CO)C(=O)Cc2cc(NC(=O)C3CCCCC3)ccc2O[C@H]1CN(C)S(=O)(=O)c1ccc(F)cc1,-4,3,-0.8,x
C[C@H]1CN([C@@H](C)CO)C(=O)c2cccc(NC(=O)C3CCOCC3)c2O[C@H]1CN(C)CC1CC1,19,5,-1.1,-2
C[C@H]1CN([C@@H](C)CO)S(=O)(=O)c2ccc(C#CC(C)(C)O)cc2O[C@H]1CN(C)Cc1ccccc1,-32&-16,1&-4,x,77&14
Cc1cc(C(=O)Nc2ccc3c(c2)C(=O)N(C)[C@@H]2CC[C@H](CC(=O)NCC(F)(F)F)O[C@@H]2CO3)no1,-37,-6,0.0,19
COCC(=O)N(C)C[C@H]1Oc2cc(-c3cccnc3)ccc2S(=O)(=O)N([C@@H](C)CO)C[C@H]1C,13,-1,0.3,-13
O=S(=O)(N[C@@H]1CC[C@H](CCn2cc(-c3cccc(F)c3)nn2)O[C@@H]1CO)c1ccc(F)cc1,x,-1,-2.7,x
CO[C@@H]1CN(C)C(=O)c2ccc(NC(C)=O)cc2OC[C@@H](C)N(C(=O)c2cccnc2)C[C@@H]1C,21,4,0.6,18
C[C@H](O)C#Cc1cnc2c(c1)C(=O)N([C@H](C)CO)C[C@H](C)[C@H](CN(C)C(=O)c1ccccc1)O2,40,2,1.8,92
CNC[C@@H]1OCCCC[C@H](C)Oc2ccc(NC(=O)Nc3ccc(F)cc3)cc2C(=O)N([C@@H](C)CO)C[C@H]1C,x,-1,0.4,19
C[C@H]1CCCCO[C@H](CN(C)Cc2ccncc2)[C@@H](C)CN([C@@H](C)CO)C(=O)c2cc(N(C)C)ccc2O1,15,4,-0.1,15
Cc1ccc(-c2ccc([C@H]3[C@@H](CO)N4CCCCN(C(=O)c5ccc(F)cc5)C[C@H]34)cc2)cc1,-50,22,-1.9,103*
COc1ccc(NC(=O)Nc2cccc3c2O[C@@H](CN(C)S(=O)(=O)c2ccc(OC)cc2)[C@@H](C)CN([C@H](C)CO)C3=O)cc1,-6,5,0.7,69
O=C(Nc1ccccc1F)N1CC(=O)N2[C@@H](CO)[C@@H](c3ccc(C#Cc4ccc(F)cc4)cc3)[C@@H]2C1,-5,17,-1.0,x

# Arranged by heavy-atom count (lowest first): 3 of the compounds above.
Compound,Pf Dd2 inh,C diff growth,GASC1 inh,Tcruzi prolif
Cc1ccc(-c2ccc([C@H]3[C@@H](CO)N4CCCCN(C(=O)c5ccc(F)cc5)C[C@H]34)cc2)cc1,-50,22,-1.9,103*
C[C@H]1CCCCO[C@H](CN(C)Cc2ccncc2)[C@@H](C)CN([C@@H](C)CO)C(=O)c2cc(N(C)C)ccc2O1,15,4,-0.1,15
CNC[C@@H]1OCCCC[C@H](C)Oc2ccc(NC(=O)Nc3ccc(F)cc3)cc2C(=O)N([C@@H](C)CO)C[C@H]1C,x,-1,0.4,19

# Compound activity deposited in PubChem by Broad Institute.
